# aDG glyco act: alpha-DG glycosylation activation; Pro5-aDG cells, alpha-DG glycosylation AlphaScreen (IIH6); 0% Pro5, 100% B10-LARGE cell signal; activation, % at 10 µM; hit rate 0.22% among 360,000; AID 624168;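 active means activation of at least 8% versus controls, or a plate z-score of at least 8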;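 further: Pro5 are CHO cells carrying HIG-tagged alpha-DG that lacks glycosylation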
# H9c2 protect: modulators protecting cardiomyocytes from myocardial damage. hit rate 0.63% among 360,000. H9c2 cardiomyocytes, H2O2 injury protection, ATPLite, 2 h. protection from H2O2 cell death, % at 20 µM. AID 588492;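 active means compounds giving at least 50% protection of heart cells from peroxide-induced death in the single-dose screen, raw or plate-pattern-corrected value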;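 further: 0% = DMSO wells with peroxide and 100% = DMSO wells without peroxide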
# ABCB6 inh 2: human ABCB6 transporter inhibition; Q9NP58; K562-ABCB6 porphyrin accumulation, flow cytometry, 1 h; hits give low values; fluorescence ratio to DMSO, % at 10 µM; hit rate 0.19% among 360,000; AID 602162;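 active means fluorescence ratio to DMSO below 75%, the collection mean minus 3 SD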;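 further: signal is porphyrin accumulated inside mitochondria; 100% equals median channel fluorescence of DMSO control wells; lower ratio means ABCB6 inhibition with less porphyrin fluorescence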
# Granule exo inh: blocks lytic granule exocytosis; TALL-104 LAMP-1 surface exposure, flow cytometry; cells stimulated with thapsigargin and PMA; inhibition, % at 10 µM; hit rate 0.66% among 360,000; AID 651702;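 active means inhibition above about 55%, limit read from the data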
# ABHD5-PLIN5 inh: inhibitors of human ABHD5-perilipin-5 interaction; Split G. princeps luciferase complementation, luminescence, 4 h; inhibition, % at 4 µM; hit rate 0.78% among 360,000; AID 602281;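 active means inhibition above the mean inhibition across every tested compound plus 3 SD, cut at about 22% in these data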;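 further: 0% = DMSO only wells and the 100% control is not disclosed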
# Target sequence (Q00G26 whole entry, looked up): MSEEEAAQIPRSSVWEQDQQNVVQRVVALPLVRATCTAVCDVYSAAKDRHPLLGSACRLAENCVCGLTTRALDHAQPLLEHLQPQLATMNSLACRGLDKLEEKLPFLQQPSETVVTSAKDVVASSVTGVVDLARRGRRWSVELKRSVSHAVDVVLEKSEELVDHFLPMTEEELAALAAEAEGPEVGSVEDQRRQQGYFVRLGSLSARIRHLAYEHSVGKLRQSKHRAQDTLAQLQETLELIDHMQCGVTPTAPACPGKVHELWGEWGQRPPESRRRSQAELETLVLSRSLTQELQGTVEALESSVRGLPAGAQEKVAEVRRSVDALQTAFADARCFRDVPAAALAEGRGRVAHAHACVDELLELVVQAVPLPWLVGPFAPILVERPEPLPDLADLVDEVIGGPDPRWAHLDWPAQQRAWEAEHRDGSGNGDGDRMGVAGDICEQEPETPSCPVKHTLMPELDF
# Target sequence (Q8WTS1 whole entry, looked up): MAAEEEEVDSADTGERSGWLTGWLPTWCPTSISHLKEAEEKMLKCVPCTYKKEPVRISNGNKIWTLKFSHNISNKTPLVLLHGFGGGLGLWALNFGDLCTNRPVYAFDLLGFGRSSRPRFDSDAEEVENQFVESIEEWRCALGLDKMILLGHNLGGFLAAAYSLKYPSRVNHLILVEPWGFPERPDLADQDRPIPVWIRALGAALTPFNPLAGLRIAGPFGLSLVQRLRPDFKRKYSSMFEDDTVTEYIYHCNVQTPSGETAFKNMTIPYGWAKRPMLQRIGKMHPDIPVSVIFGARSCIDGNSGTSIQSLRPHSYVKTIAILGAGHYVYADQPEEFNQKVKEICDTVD
# MC4R ag barr: human MC4R agonism via beta-arrestin. activation, % at 8.9 µM. P32245. hit rate 0.98% among 360,000. U2OS MC4R beta-arrestin complementation, luminescence; percent of melanotan II response, DMSO zero;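 active means activation above a per-plate cutoff, the mean activation of sample wells on that plate plus 3 SD, cut at about 8% in these data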
# iPSC survival up: enhancers of human iPSC single-cell survival | hiPSC single-cell survival, ATPlite luminescence; 100% = ROCK inhibitor wells, 0% = DMSO | survival enhancement, % at 20 µM | hit rate 0.044% among 360,000 | AID 602274; in the data active means survival enhancement above about 18%;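 further: cells exposed to compounds for 16 hours before the ATP read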
# HTR2A ag: activates the mouse 5-HT2A serotonin receptor. P35363. AID 624169. hit rate 0.66% among 360,000. activation, % at 7.6 µM. CHO-K1 mHTR2A beta-arrestin complementation, luminescence; percent of 30 µM serotonin response;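 active means activation above a run cutoff, the mean activation of all tested compounds plus 3 SD, cut at about 14% in these data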;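 further: 0% = plate median of compound wells and 100% = 30 µM serotonin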
# N-glyco inh: blocks N-linked glycosylation in D54 reporter cells; D54 ERlucT glycosylation luciferase reporter, 24 h; percent of 100 nM tunicamycin response; reporter increase, % at 12.5 µM; hit rate 0.23% among 360,000;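 active means mean luciferase reporter signal, scaled so untreated is 0 and the glycosylation-blocking control 100, at or above a set limit in every replicate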;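 further: luciferase carries N-glycosylation sites so blocking glycosylation raises the light; 0% = median of neutral control wells and 100% = median of 100 nM tunicamycin wells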
# MC4R antagonist: human MC4R antagonism in cAMP assay | P32245 | MC4R-expressing cells, MTII-stimulated cAMP, LANCE TR-FRET | inhibition, % at 6.5 µM | hit rate 0.48% among 360,000;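 active means inhibition above its plate's cutoff, the mean of tested wells on that plate plus 3 SD, cut at about 29% in these data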;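 further: 0% = Melanotan II alone and 100% = Melanotan II plus saturating MCL0020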
#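 material = U2OS cells stably expressing human melanocortin 4 receptor (MC4R) | also added = Melanotan II challenge | dosing = single nominal compound dose of 6.5 µM | detection = TR-FRET with Eu-cAMP and labeled anti-cAMP, 671 nm | replication = singlicate | timing = compound 30 min, challenge 1 h, detection 1 h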
# * = called active by the depositor; i = inactive; . = not tested or not shown. An excerpt; count on the stated rates, not on these rows.
SMILES,aDG glyco act,H9c2 protect,ABCB6 inh 2,Granule exo inh,ABHD5-PLIN5 inh,MC4R ag barr,iPSC survival up,HTR2A ag,N-glyco inh,MC4R antagonist
CN1C(=O)/C(=C\N2CCc3ccccc32)C(=O)NC1=S,0.0,-4,97,-3,-2,-1.0,0.0,3,9,13
CN(C)C1=NP(N(C)C)(N(C)C)=NC(c2ccccc2)=N1,0.1,11,96,0,4,-3.8,5.1,-1,-1,3
O=C(O)C1CN2CCC1CC2 (configuration not stated),-0.1,3,91,-1,3,-1.2,3.2,5,2,-2
CCOC(=O)c1c(C)n(CC(O)CN2CCOCC2)c2cc(Br)c(OC)cc12 (configuration not stated),-0.2,10,95,1,7,-2.9,0.1,1,2,3
CC(C)C1(C)N=C(c2ncccc2C(=O)O)NC1=O (configuration not stated),0.1,2,98,-1,2,0.8,-1.1,2,1,3
COC(=NC1CCCCC1)C(O)c1c[nH]c2ccccc12 (configuration not stated),0.0,-4,85,-1,-3,-0.5,-3.1,-3,-3,4
COc1ccccc1N1CCN(C2CCCN(C(=O)COc3ccccc3Cl)C2)CC1 (configuration not stated),-0.4,9,94,1,6,2.4,-0.2,-6,4,7
COC(=O)c1ccc(-n2c(C)nc3ccccc3c2=O)cc1,0.0,-9,98,-4,-1,-0.3,-1.9,-1,-1,3
CCOC(=O)C1(c2ccccc2)CCN(Cc2cccc(C(=O)O)c2)CC1,-0.1,4,97,0,1,-0.9,-1.5,2,1,1
CCC(=O)N1CC(=O)Nc2ccc(F)cc2C1c1ccc(F)cc1 (configuration not stated),0.0,2,96,3,11,-1.0,-0.4,5,1,13
CC(C)CC1C(C#N)=C(N)Oc2c1c(=O)oc1ccccc21 (configuration not stated),-0.2,-6,104,-2,-2,0.1,-2.2,9,2,14
C=C(C)CSc1nnc([C@@H](N)Cc2ccccc2)o1,-0.1,5,101,0,7,1.1,-0.2,-4,-1,3
CCCC(=O)OCC[N+](C)(C)C,-0.3,14,105,0,-5,-1.2,3.5,4,0,-4
Cc1cccc(-n2c(O)c(C=NCCN3CCCCC3)c(=O)[nH]c2=O)c1,0.2,8,93,-7,2,-0.9,-0.1,-1,-1,10
CCOC(=O)c1ccc(N=Cc2c(O)n(-c3ccc(OC)cc3)c(=S)[nH]c2=O)cc1,0.0,0,87,20,-7,-2.5,-0.8,1,1,1
OC(c1ccccc1)(c1ccccc1)c1ccncc1,-0.4,-2,i,-2,5,-1.4,-0.6,0,-2,10
Cc1cc(OCC(=O)OC(C)(C)C)c2c3c(c(=O)oc2c1)CCC3,0.1,-2,88,4,14,3.8,4.7,2,2,0
Clc1ccc(NC2=NCCCS2)cc1Cl,0.3,-4,100,9,4,0.9,1.0,6,1,1
O=S(=O)(c1ccccc1)N1CCN2CCCC2C1 (configuration not stated),0.0,1,96,-8,9,-0.8,-0.4,5,2,0
O=C1C(Cl)=CC(=Nc2ccc(O)cc2)C=C1Cl,-0.2,0,95,0,5,-7.6,-0.3,4,3,-16

# Retrieved by compound from the entries so far:
SMILES,aDG glyco act,H9c2 protect,ABCB6 inh 2,Granule exo inh,ABHD5-PLIN5 inh,MC4R ag barr,iPSC survival up,HTR2A ag,N-glyco inh,MC4R antagonist
C=C(C)CSc1nnc([C@@H](N)Cc2ccccc2)o1,-0.1,5,101,0,7,1.1,-0.2,-4,-1,3
COC(=O)c1ccc(-n2c(C)nc3ccccc3c2=O)cc1,0.0,-9,98,-4,-1,-0.3,-1.9,-1,-1,3
O=C1C(Cl)=CC(=Nc2ccc(O)cc2)C=C1Cl,-0.2,0,95,0,5,-7.6,-0.3,4,3,-16
CCOC(=O)c1c(C)n(CC(O)CN2CCOCC2)c2cc(Br)c(OC)cc12 (configuration not stated),-0.2,10,95,1,7,-2.9,0.1,1,2,3
CN(C)C1=NP(N(C)C)(N(C)C)=NC(c2ccccc2)=N1,0.1,11,96,0,4,-3.8,5.1,-1,-1,3

# Next part.
SMILES,aDG glyco act,H9c2 protect,ABCB6 inh 2,Granule exo inh,ABHD5-PLIN5 inh,MC4R ag barr,iPSC survival up,HTR2A ag,N-glyco inh,MC4R antagonist
CCCCCCCCN=Cc1c(O)[nH]c(=O)[nH]c1=O,0.0,4,99,-5,-1,-2.3,-0.6,5,2,-4
C=CCn1c(O)c(/C(C)=N/N2CCCCCC2)c(=O)[nH]c1=O,0.0,2,102,0,6,1.6,-0.3,6,5,7
COc1ccc(CNCCc2ccc3c(c2)OCO3)c(OC)c1OC,0.1,5,101,6,-1,1.5,-0.8,14,1,8
Cc1cccc(-n2c(O)c(C)c(=O)[nH]c2=S)c1,-0.3,0,102,-11,-9,-3.0,-0.2,0,2,4
CCC12CN3CCN(CC(C3)/C1=N/NC(N)=O)C2,0.2,-2,100,3,-8,2.3,3.7,1,-1,17
C[C@]12CCC3C(CC[C@H]4C[C@@H](O)CC[C@]34C)C1C[C@@H](O)C2=O (some centres not stated),-0.3,23,98,9,10,0.4,-0.1,-4,-1,-1
N#C/C(=C\c1cccc(O)c1)C(=O)O,-0.2,2,104,1,-1,-1.0,-1.2,0,0,10
Cc1ccc2c(c1)c(=O)c1c3n2CCN(CC2CO2)C3CC1 (configuration not stated),-0.1,-2,99,-1,-8,-3.0,2.4,-1,2,3
O=C(CN1C2CCC1CC(O)(c1cccnc1)C2)Nc1ccc2c(c1)OCO2 (configuration not stated),-0.1,10,89,1,-3,-0.3,2.7,2,0,3
N#Cc1ccc(NC(=O)CN2CCCCCC2)cc1Cl,-0.1,-4,101,0,8,2.1,-0.4,-2,0,-2
CCCCn1c(O)c(C(C)=NC(C)c2ccccc2)c(=O)[nH]c1=O (configuration not stated),0.4,-12,72*,-2,1,2.3,-2.9,-1,-4,10
COc1ccc(OC)c(-n2c(O)c(C=NCc3ccc4c(c3)OCO4)c(=O)[nH]c2=O)c1,-0.2,-2,98,6,2,0.1,-0.8,1,0,3
C/C=C1/C[N+]2(C)CCC34C(=C(C=O)[C@H]1C[C@@H]32)Nc1ccccc14 (some centres not stated),-0.1,-10,99,-5,3,-0.7,1.8,4,3,4
C(=NC12CN3CN(CN(C3)C1)C2)c1cccnc1,-0.2,-5,95,0,3,-1.0,-1.1,5,0,5
CC1=CC(O)C(O)C2(C)C1CC1OC(=O)C(O)C3C(C)C(O)C4(O)OCC13C42 (configuration not stated),0.0,2,98,-14,-1,-2.1,3.6,1,-18,1
CC1=Nc2cc(C(=O)N3CCC4(CC3)OCCO4)ccc2Sc2ccc(Cl)cc21,-0.2,0,84,-1,-1,-3.4,0.9,-6,-2,8
C[C@]12CC[C@H](N)CC1=CCC1C2CC[C@@]2(C)C1CC[C@@H]2O (some centres not stated),0.8,-5,98,-7,-6,1.2,2.0,-5,-1,4
CC(=O)N1N=C(c2c(O)n(C)c(=O)n(C)c2=O)CC1c1ccccc1 (configuration not stated),-0.1,11,105,-2,-2,-2.0,0.0,4,3,1
CCCCC1(CCC)C(=O)NC(=S)NC1=O,-0.2,2,96,7,8,-2.5,13,5,3,11
C=CCN1CCC2(C)c3cc(O)ccc3CC1C2C (configuration not stated),0.0,-1,98,0,7,0.3,-2.3,-3,0,-1

# Seven compounds from above with just Granule exo inh and MC4R antagonist:
smiles	Granule exo inh	MC4R antagonist
CC1=CC(O)C(O)C2(C)C1CC1OC(=O)C(O)C3C(C)C(O)C4(O)OCC13C42 (configuration not stated)	-14	1
CC1=Nc2cc(C(=O)N3CCC4(CC3)OCCO4)ccc2Sc2ccc(Cl)cc21	-1	8
C[C@]12CC[C@H](N)CC1=CCC1C2CC[C@@]2(C)C1CC[C@@H]2O (some centres not stated)	-7	4
N#Cc1ccc(NC(=O)CN2CCCCCC2)cc1Cl	0	-2
CCCCCCCCN=Cc1c(O)[nH]c(=O)[nH]c1=O	-5	-4
C(=NC12CN3CN(CN(C3)C1)C2)c1cccnc1	0	5
CCCCn1c(O)c(C(C)=NC(C)c2ccccc2)c(=O)[nH]c1=O (configuration not stated)	-2	10

# Next section:
SMILES,aDG glyco act,H9c2 protect,ABCB6 inh 2,Granule exo inh,ABHD5-PLIN5 inh,MC4R ag barr,iPSC survival up,HTR2A ag,N-glyco inh,MC4R antagonist
c1cc2n(c1)-c1c(ccc3c1OCO3)CNC2c1ccc2c(c1)OCO2 (configuration not stated),-0.2,5,99,9,10,0.2,-0.1,-9,-1,-3
S=C(NCCc1ccccc1)N1Cc2ccc(Br)cc2-n2nncc2C1,0.4,0,93,-6,1,.,-0.6,-4,1,.
COc1ccc(OC(=O)N(C)C)c(CN(C)C)c1,-0.3,4,94,-4,1,-1.1,4.6,-2,-2,4
CCCNC(=O)N1[C@H]2CC[C@@H]1C(C(=O)OC)=C(c1cc3ccccc3o1)C2,-0.3,0,93,0,-7,-0.9,4.0,1,3,1
